# From PubChem
# LMNA splice mod = LMNA splicing modulation; AID 1487; HeLa LMNA splicing GFP/RFP minigene ratio, 48 h; 200,000 tested, 0.01% active; Potency, µM (titrated, usually from 46.1 µM), inactives show at the top dose ratio change, negative = inhibition, hits mostly inhibitors; active means well fitted inhibition curve with a large enough effect in the signal ratio, with a control signal flat, not every such curve was filed as active; inconclusive means small, poorly fitted or top-dose-only effect, or effect the other way, or a change in a side signal; the % refers to the signal ratio; further: on the % scale 0 is the no-effect control and ±100 the full control effect
#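 S3 HeLa cells stably expressing lamin A-EGFP splicing minigene plus DsRed2, 600 cells/well, 48 h compound exposure at 37C. Laser-scanning cytometry; analysed as GFP (500-530 nm)/RFP (575-640 nm) total intensity ratio; 0.5% DMSO vehicle.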
# TR SRC2 fluor cs = counter-screen for TRb-SRC2 inhibitors: fluorescence interference; TRb/SRC2 Texas Red total fluorescence interference; Potency, µM (doses to about 106 µM), without a hit: at the top dose fluorescence change, negative = quenching; 280,000 tested, 0.29% active; active means well fitted curve in either direction with a large enough effect; inconclusive means small, poorly fitted or top-dose-only effect; further: on the % scale 0 is the no-effect control and ±100 the full control effect
#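 Human TRβ ligand-binding domain (0.6 uM) and Texas Red SRC2 peptide (20 nM) in Tris buffer with 1 uM T3 and 5% DMSO were incubated with pinned compound for 5 hr at ambient temperature. Total fluorescence was computed as S + 2P (555/632 nm).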
# SMN2 splice enh = increases expression of the SMN2 splice variant. HEK293 SMN2-luciferase splicing reporter, luminescence, 30-36 h. Potency, µM (titrated, usually from 46.1 µM), for inactives: at the highest dose activity change, positive = activation, most hits filed as activators. 210,000 tested, 2.8% active. AID 1458; further: % of control where 0% means no effect; nearly all actives have a fitted effect of over 55% in size
#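 HEK293 cells carry an SMN2 minigene-luciferase reporter in which exon 7 inclusion puts luciferase in frame. Cells were seeded at 2000 cells/well, attached for 10-12 hours, then exposed to compounds for 30-36 hours at 37C before ONE-Glo luminescence.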
# RECQ1 inh = inhibitors of human RECQ1 DNA helicase. RECQ1 DNA unwinding, red fluorescence kinetic read. Potency, µM (highest dose often 57.3 µM), for the others: at the highest dose activity, negative = inhibition, most hits filed as inhibitors. 240,000 tested, 0.54% active;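 further: plate controls were vehicle for no effect and no enzyme for full effect; nearly all actives have a fitted effect of over 30% in size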
#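 RECQ1T1 50 nM; forked duplex (20 bp + 30-nt ss tails) 200 nM, ATP 2 mM final; pH 8.0, 2 mM MgCl2, 2.5 ug/ml poly(dI-dC); 15 min compound preincubation; discontinuous kinetic read over 2 h at RT.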
# TRb-SRC2 inh = inhibitors of human thyroid hormone receptor beta-SRC2 interaction | 280,000 tested, 0.065% active | Potency, µM (doses to about 106 µM), for the others: at the highest dose activity change, negative = inhibition, most hits filed as inhibitors | P10828 | TRbeta-SRC2 peptide binding, fluorescence polarization; receptor liganded with 1 µM T3;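 further: plate controls were bound peptide for no effect and peptide without receptor for full effect; nearly all actives have a fitted effect of over 50% in size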
# Target sequence (P10828 whole entry, looked up): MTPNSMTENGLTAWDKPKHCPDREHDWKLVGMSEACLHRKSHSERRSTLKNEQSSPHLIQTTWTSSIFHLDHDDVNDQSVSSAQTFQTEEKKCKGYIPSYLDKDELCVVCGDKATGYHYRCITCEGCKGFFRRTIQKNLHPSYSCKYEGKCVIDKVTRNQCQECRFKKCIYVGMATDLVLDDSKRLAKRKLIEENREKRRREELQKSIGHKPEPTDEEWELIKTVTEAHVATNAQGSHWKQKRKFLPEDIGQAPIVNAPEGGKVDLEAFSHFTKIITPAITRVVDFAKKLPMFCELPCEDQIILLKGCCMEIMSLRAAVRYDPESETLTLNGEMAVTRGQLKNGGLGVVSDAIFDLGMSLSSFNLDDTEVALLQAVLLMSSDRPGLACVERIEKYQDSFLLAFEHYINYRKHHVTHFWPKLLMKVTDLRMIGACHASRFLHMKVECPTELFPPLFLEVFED
#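 Human TRb ligand-binding domain (0.6 uM) is mixed with 20 nM Texas Red SRC2 peptide and 1 uM T3; after compound addition and 5 hr at ambient temperature, polarization is measured and normalized to unbound and bound controls.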
# ALDH1A1 block = ALDH1A1 (human) enzyme inhibition | Potency, µM (doses to about 75.3 µM), for the others: at the top dose activity, negative = inhibition, usual class: inhibitors | AID 1030 | 220,000 tested, 7.3% active | Purified ALDH1A1, NADH fluorescence, propionaldehyde substrate; active means well fitted inhibition curve with a large enough effect, not every such curve was filed as active; inconclusive means small, poorly fitted or top-dose-only effect, or another doubt; inactive means no such curve, though single readings can be large or run the other way;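 further: plate controls were no enzyme wells and a reference inhibitor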
# JMJD2E inh = inhibitors of human JMJD2E histone demethylase. B2RXH2. JMJD2E catalytic domain, FDH-coupled NADH fluorescence (FDH is formaldehyde dehydrogenase). Potency, µM (highest dose often 57.1 µM), for inactives: at the top dose activity change, negative = inhibition, usual class: inhibitors. 230,000 tested, 1.6% active; active means well fitted inhibition curve with a large enough effect, not every such curve was filed as active; inconclusive means small, poorly fitted or top-dose-only effect, or another doubt; inactive means no such curve, though single readings can be large or run the other way;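 further: 0% = wells with enzyme and -100% = buffer wells without enzyme; nearly all actives have a fitted effect of over 50% in size; many of its hits are not listed in these tables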
# GoLoco inh red = inhibitors of human Gai1-RGS12 GoLoco interaction (red fluorophore). Potency, µM (titrated, usually from 61.6 µM), for the others: at the top dose activity, negative = inhibition, most hits filed as inhibitors. 230,000 tested, 0.44% active. P63096. Gai1:RGS12 GoLoco peptide FP, rhodamine, 10 min; active means well fitted inhibition curve with a large enough effect, not every such curve was filed as active; inactive means no such curve, though single readings can be large or run the other way; further: on the % scale 0 is the no-effect control and ±100 the full control effect; nearly all actives have a fitted effect of over 30% in size; many of its hits are not listed in these tables
# Target sequence (P63096 whole entry, looked up): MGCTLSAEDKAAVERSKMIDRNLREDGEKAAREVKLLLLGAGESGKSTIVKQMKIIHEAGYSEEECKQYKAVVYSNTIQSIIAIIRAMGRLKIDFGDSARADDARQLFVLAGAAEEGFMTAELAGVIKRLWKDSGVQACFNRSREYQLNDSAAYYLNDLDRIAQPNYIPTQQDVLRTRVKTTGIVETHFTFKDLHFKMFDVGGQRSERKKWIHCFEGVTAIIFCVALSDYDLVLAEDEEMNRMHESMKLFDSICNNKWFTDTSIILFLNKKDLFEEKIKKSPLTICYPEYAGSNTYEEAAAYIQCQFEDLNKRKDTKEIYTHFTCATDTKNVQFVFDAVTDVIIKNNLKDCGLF
# Active calls of the source: *; i = inactive; ? = inconclusive; / = no result given; [ ] = remark or other dose. Unless noted, the call rests on the fitted dose curve; in most records, active means well fitted curve in the direction sought with a large enough effect; inconclusive means small, poorly fitted or top-dose-only effect, or another doubt; inactive means no such curve, though single readings can be large; an effect the other way counts as inactive or inconclusive. Potency means the concentration at half of the fitted maximal effect. Not all compounds are listed; the hit share may differ from the screen's.
Structure	LMNA splice mod	TR SRC2 fluor cs	SMN2 splice enh	RECQ1 inh	TRb-SRC2 inh	ALDH1A1 block	JMJD2E inh	GoLoco inh red
Cc1ncc(CO)c2cc(S(=O)(=O)c3ccc(F)cc3)c(=O)oc12	-3%	0%	11%	3%	8%	?	-8%	0%
COc1ccccc1/C=C/C=N/n1c(C2CCCCC2)n[nH]c1=S	?	0%	9%	-9%	-1%	?	-8%	2%
CCC(CCC(C)C1CCC2C3CCC4CC(O)CC[C@@]4(C)C3CC[C@@]12C)C(C)C (stereo not given in full)	10%	-2%	-10%	-11%	-2%	-1%	-7%	-1%
COC(=O)c1ccc(C(=O)Nc2ccc(N)cc2N)cc1	3%	7%	-2%	-7%	-2%	-6%	-29%	22%
Cc1ccc(NC(=O)CCC(=O)n2nc(C)cc2C)c(C)c1	11%	-5%	-2%	-13%	-2%	-7%	2%	7%
O=C(NC1CCS(=O)(=O)C1)Oc1ccccc1 (stereo not given)	7%	-6%	-21%	-12%	-2%	-5%	8%	7%
COc1ccc(-c2cccc(C3CC=CC4C3C(=O)N(Cc3ccccc3)C4c3ccc(OC)c(Cl)c3)c2)cc1 (stereo not given)	/	0%	/	i	0%	/	?	10%
O=[N+]([O-])c1cnccc1Nc1cccc(F)c1	-5%	0%	-16%	0%	1%	2%	1%	5%
O=C(CSc1nc2ccccc2c(=O)n1CCCN1CCOCC1)c1c[nH]c2ccccc12	-19%[46 µM]	-3%	-9%	4%	8%	4%	5%	5%
CC(C)Cc1cc(C(=O)Nc2ccc3c(c2)OCO3)no1	-8%	1%	16µM*	i	-12%	?	-13%	-2%
Cc1ncc([N+](=O)[O-])n1CCOC(=O)c1ccc(Cl)cc1Cl	2%	-2%	0%	i	2%	-1%	2%	4%
COc1cc(C(=O)NC2(C(F)(F)F)NC(=O)N(CCCc3ccccc3)C2=O)cc(OC)c1OC (stereo not given)	-18%	-5%	-12%	-7%	3%	-2%	-1%	-1%
COC(=O)C1(CO)NC(c2cccs2)C2C(=O)N(c3ccccc3)C(=O)C21 (stereo not given)	-2%	2%	-16%	-2%	3%	20%	-2%	23%
O=C(N/N=C/c1ccco1)/C(=C/c1cccc([N+](=O)[O-])c1)NC(=O)c1ccccc1	9%	0%	4%	-7%	-14%	-3%	0%	14%
O=C(O)C[CH2][Ge](=[O])[O][Ge](=[O])[CH2]CC(=O)O	?	-1%	/	/	-1%	/	/	3%
Cc1ccc(C)c(OCCCNC2CCCC2)c1C	/	3%	-33%[inhibitor]	i	8%	?	5%	-7%
Cc1ccc(CN2CCNC(=O)C2CC(=O)N(C)C(C2CC2)C2CC2)o1 (stereo not given)	/	-3%	/	-6%	-10%	-6%	-6%	-7%
CCS(=O)(=O)c1ccc2oc(SCC(=O)N3CCCCC3)nc2c1	?	-1%	-22%	-13%	-8%	-3%	-1%	6%
COc1ccc(NC(=O)c2cccs2)cc1OC	-6%	1%	/	i	-10%	6%	-5%	-4%
Cc1ccc(C)c(OCC(=O)N/N=C/c2ccsc2)c1	4%	3%[53 µM]	9%	i	-15%[53 µM]	-4%	-9%	-1%
CCOC(=O)C1CCN(C(=S)Nc2ccc(S(N)(=O)=O)cc2)CC1	?	-1%	-35%[inhibitor]	-9%	1%	15µM*	-3%	-20%
CC(C)C(=O)Nc1ccccc1N1CCN(C(=O)c2ccccc2)CC1	-9%	-4%	7%	-4%	1%	?	-1%	10%
CCOc1ccc(/C=C(\C#N)C(=O)Nc2cccnc2)cc1	-15%	-2%	-2%	-5%	6%	?	-19%	4%
CCOC(=O)c1c(NC(=O)Cn2nc(C(=O)O)c3ccccc3c2=O)sc2c1CCC(C)C2 (stereo not given)	/	-4%	/	2%	3%	/	-7%	2%
CC1(CCc2ccc(O)cc2)NC(=O)NC1=O (stereo not given)	6%	-5%	-3%	-7%	-1%	1%	0%	8%
CC(C(=O)NC1CCCC1)N1CCN(Cc2ccccc2)CC1 (stereo not given)	/	-3%	21%	-1%	6%	3.5µM*	-15%	2%
Cn1c(Cn2c(=O)sc3ccccc32)nnc1SCC(=O)NC1CCCCC1	0%	-2%	10%	i	8%	5%	-4%	-12%
Cn1nnc2cc(C(=O)N3CCN(c4ccccc4)CC3)ccc21	7%	-4%	-3%	0%	-1%	21%	1%	4%
CCOc1cc2[nH]c(=S)n(CC3CCCO3)c(=O)c2cc1OCC (stereo not given)	-15%	-2%	10%	i	-18%	2.5µM*	5%	2%
CN1CCN(c2ccccc2NC(=O)c2cc3c(s2)-c2ccccc2OC3)CC1	/	-1%	/	-5%	-5%	/	?	3%
Cc1c(NC(=O)C(C)OC(=O)c2cccc([N+](=O)[O-])c2)c(=O)n(-c2ccccc2)n1C (stereo not given)	/	-4%	-4%	i	3%	7%	2%	16%
O=C(CCC(=O)Nc1ccc(F)cc1)N/N=C/c1ccccc1O	?	1%	12%	1%	-7%	1%	25µM*	12%
CN(c1ccccc1)c1nc(N2CCCC2)nc(-n2ccnc2)n1	?	0%	/	i	-3%	6%	-5%	/
COC(=O)c1c(NC(=O)CSc2nnnn2-c2ccccc2)sc2c1CCC(C(C)(C)C)C2 (stereo not given)	8%	0%	8%	-5%	9%	13µM*	-4%	148%[activator]
O=[N+]([O-])c1cc(Cl)ccc1N1CCN(c2cccc(C(F)(F)F)c2)CC1	?	5%	/	-11%	1%	11%	2%	/
c1ccc(CNC2=NCCC2)nc1	-6%	1%	-6%	4%	12%	?	8%	-3%
CCN(Cc1ccccc1)S(=O)(=O)c1ccc(C(=O)N2CCN(c3nc4ccccc4s3)CC2)cc1	?	-3%	-68%[inhibitor]	-5%	6%	-2%	-4%	-4%
Cc1ccc2[nH]c(=O)c(CN(CCO)Cc3nnnn3CCc3ccccc3)cc2c1	6%	0%	?	-11%	-9%	?	?	-7%
CN1CCCC(C(=O)C(C#N)c2ccccc2)C1 (stereo not given)	0%	0%	28%	-2%	2%	-2%	-3%	5%
NC(=O)c1cc2c(s1)-c1cc(Cl)ccc1SC2	/	-7%	/	-8%	1%	/	?	8%
Cc1ccc(NC(=O)CCCSc2ccccc2)cc1S(=O)(=O)N1CCOCC1	/	1%	-34%[inhibitor]	-15%	1%	-2%	5%	2%
CC(C)Cc1nnc(NC(=O)Cc2ccccc2[N+](=O)[O-])s1	-6%	-2%	-12%[1.84 µM]	-9%	0%	?	0%	-13%
CCCCn1c(SCC(=O)N2CCc3ccccc32)nnc1-c1ccncc1	/	2%	/	-25%	-6%	/	-4%	1%
Cc1ccc(S(=O)(=O)NNC(=O)Cc2cccn2C)cc1	3%[46 µM]	-5%	5%	-2%	-2%	-9%	?	-1%
O=C(CCN1C(=O)c2ccc([N+](=O)[O-])cc2C1=O)Nc1nccs1	?	0%	9%	i	3%	12%	7%	3%
COc1ccc(/C=N/NC(=O)Cn2cnc3c2c(=O)n(C)c(=O)n3C)c(OC)c1OC	/	2%	/	-6%	2%	/	1%	5%
CNS(=O)(=O)c1cccc(C(=O)OCC(=O)c2cc(C)n(-c3ccc4c(c3)OCO4)c2C)c1	6%	0%	-24%	-1%	7%	?	-4%	26%
C=CCn1c(=O)[nH]c2cc(C(=O)N3CCN(c4cccc(Cl)c4)CC3)ccc2c1=O	?	-2%	-44%[inhibitor]	-6%	11%	8%	-1%	8%
O=C(NCc1cccnc1)C(C(=O)c1ccc(F)cc1)n1ccccc1=O (stereo not given)	-10%	-5%	6%	-5%	1%	4%	1%	3%
CC(Oc1ccc(Cl)cc1Cl)c1nc(-c2ccc(NC(=O)c3cccnc3)cc2)no1 (stereo not given)	-2%	0%	-87%[inhibitor]	1%	11%	3%	-1%	5%
Cc1ccc2oc(-c3ccccc3)c(C(=O)O)c(=O)c2c1	4%	-3%	?	2%	-6%	?	?	1%
Cc1ccc2cc(CNC(C)C)c(=O)[nH]c2c1	-2%	-2%	5%	0%	10%	?	14%	1%
Cc1cc(OCC(=O)N(C(C)C)C(C)C)ccc1Cl	/	0%	7%	i	-10%	5%	8%	9%
COC(=O)c1ccc(-n2cc(-c3ccc(OC)cc3)[nH]c2=S)cc1	4%	-3%	11%	i	-8%	?	7%	43%[activator]
c1ccc2scnc2c1	/	-2%	1%	0%	8%	?	/	-30%
C/C(=N\NC(=O)c1cc(-c2ccco2)nc2ccccc12)c1cccnc1	-5%[46 µM]	-15%	0%	-13%	13%	?	?	27%

# (more compounds)
Structure	LMNA splice mod	TR SRC2 fluor cs	SMN2 splice enh	RECQ1 inh	TRb-SRC2 inh	ALDH1A1 block	JMJD2E inh	GoLoco inh red
CCCC(=O)NCCc1c(I)[nH]c2ccc(OC)cc12	/	-4%	-20%	i	-5%	20µM*	/	-15%
CCn1c(C)nc2cc(C(=O)N/N=C/c3ccccc3C)ccc21	?	-1%	16µM*	?	10%	7%	-6%	62%[activator]
CC(=O)c1ccc(NC2CC(O)C(O)CO2)cc1 (stereo not given)	-5%	-1%	22%	i	-1%	-15%	-9%	7%
O=c1[nH]c2ccccc2nc1/C=C/c1ccc(F)cc1	/	-5%	/	i	-5%	?	?	114%[activator]
COc1cc(SC)ccc1C(=O)Nc1ccncc1	/	1%	-50%[inhibitor]	18%	4%	4%	1%	15%
Cc1ccc(C)c(OCc2ccc(C(=O)NN)o2)c1	/	-8%	/	i	8%	?	-25%	9%
CC(=O)Nc1ccc(S(=O)(=O)N2CCN(c3ccc(C)c(Cl)c3)CC2)cc1	5%	5%	-25%	-3%	1%	4%	-2%	-3%
O=C(Cn1ccc([N+](=O)[O-])n1)NCCc1c[nH]c2ccccc12	/	0%	/	i	-6%	-2%	-4%	-1%
CCC(=O)Nc1ccc(C(=O)NNC(=O)c2cc(OC)c(OC)c(OC)c2)cc1	/	-3%	/	i	-3%	7%	11%	-4%
CCc1c(C(=O)NNC(=S)NCc2ccccc2)csc1C	1%	-1%	16%	11%	-5%	3%	5%	17%
